TNAP act hi DEA – TNAP (human) activation, high acceptor; P05186; purified TNAP, CDP-star luminescence, 1 M DEA, 30 min; hits give high values; 0 = EDTA background, 1 = DMSO-only activity; activation factor at 20 µM; 200,000 tested, under 10 active; AID 1136;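 active means activation factor at least 2 at 20 µM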
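Assay system: human TNAP; Input: enzyme diluted 1/800 final; Reagent: CDP-star luminogenic substrate at 100 µM final; Timing: 30 min, room temperature; Signal: luminescence; Evaluation: TNAP activation factor scaled between EDTA and DMSO control wells.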
ROMK primary – human ROMK K+ channel modulation, primary screen | P48048 | Tet-inducible ROMK, thallium flux fluorescence; actives lie on both sides | B-score at 10 µM | actives 2% (n = 130,000) | AID 1918;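 active means signal ratio slope over the read window, or its plate-corrected B-score, at least 3 SD from the plate mean, either direction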;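 further: B-score of the F/F0 ratio slope over 7 to 12 s after thallium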
Target sequence (P48048 whole entry, looked up): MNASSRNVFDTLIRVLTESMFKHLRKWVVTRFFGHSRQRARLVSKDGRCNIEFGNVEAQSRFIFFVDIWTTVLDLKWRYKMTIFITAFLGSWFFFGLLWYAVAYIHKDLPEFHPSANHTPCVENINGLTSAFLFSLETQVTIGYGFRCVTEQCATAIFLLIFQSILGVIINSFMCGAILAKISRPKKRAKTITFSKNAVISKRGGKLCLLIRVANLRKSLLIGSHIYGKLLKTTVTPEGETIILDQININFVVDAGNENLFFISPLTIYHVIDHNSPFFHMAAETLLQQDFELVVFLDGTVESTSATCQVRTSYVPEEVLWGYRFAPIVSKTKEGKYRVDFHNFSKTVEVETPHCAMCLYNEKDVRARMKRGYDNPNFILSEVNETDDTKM
PPARg SRC-3 ag – agonists of human PPARgamma SRC-3 coactivator recruitment; P37231; biochemical PPARgamma/SRC-3 coactivator recruitment assay; activation, % at 8 µM; actives 0.26% (n = 200,000); AID 731; in the data active means activation above about 23%;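 further: 0% = DMSO and 100% = reference agonist; some compounds past the cut are filed as inactive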
Target sequence (P37231 whole entry, looked up): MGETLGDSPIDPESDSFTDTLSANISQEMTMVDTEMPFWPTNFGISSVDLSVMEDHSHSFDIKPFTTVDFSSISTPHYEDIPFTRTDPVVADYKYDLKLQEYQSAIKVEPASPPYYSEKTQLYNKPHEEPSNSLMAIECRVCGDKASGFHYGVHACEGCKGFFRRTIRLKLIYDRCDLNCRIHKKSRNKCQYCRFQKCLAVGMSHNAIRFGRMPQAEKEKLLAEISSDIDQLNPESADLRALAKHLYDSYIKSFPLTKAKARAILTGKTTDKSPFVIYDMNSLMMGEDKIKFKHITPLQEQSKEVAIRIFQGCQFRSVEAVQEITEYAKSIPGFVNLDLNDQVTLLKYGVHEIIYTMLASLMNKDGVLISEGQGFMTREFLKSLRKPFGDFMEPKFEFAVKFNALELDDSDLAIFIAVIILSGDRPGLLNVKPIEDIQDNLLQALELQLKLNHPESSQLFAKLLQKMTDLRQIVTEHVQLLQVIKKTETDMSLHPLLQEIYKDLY
bIAP inhibitor – blocks bovine intestinal alkaline phosphatase activity. purified bovine IAP, CDP-star luminescence, 30 min. inhibition, % at 20 µM. 190,000 tested, under 10 active. AID 1019;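 active means over 50% inhibition of intestinal alkaline phosphatase at 20 µM in the single-dose screen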
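System: Purified bovine intestinal alkaline phosphatase (IAP) enzyme | Input: IAP diluted 1/65,000,000 in the well | Also added: CDP-star chemiluminescent phosphatase substrate, 30 µM final | Dosing: 20 µM single dose | Times: Enzyme reaction for 30 min at room temperature | Detection: Luminescence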
bIAP activator – increases bovine intestinal alkaline phosphatase activity; activation factor at 20 µM; actives 0.17% (n = 200,000); purified bovine IAP, CDP-star luminescence, 30 min; hits give high values; fold of DMSO-control signal, blank-subtracted;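 active means activation factor of 2 or more at 20 µM, a signal rise over negative controls twice the positive control's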
STAT1 inh – reduces IFN-gamma driven STAT1 reporter signal; actives 0.35% (n = 200,000); inhibition, % at 5.5 µM; NIH 3T3 STAT1-luciferase reporter, luminescence;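 active means inhibition above a set limit, the mean inhibition across all tested compounds plus 3 SD, cut at about 34% in these data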;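 further: 0% = IFN-gamma with DMSO and 100% = IFN-gamma with 300 µM nifuroxazide; values of inactives mirror those of a sister screen read the other way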
PPARg SRC2 recr – agonists of SRC-2 recruitment by human PPARgamma. P37231. PPARgamma LBD-SRC-2 recruitment, biochemical. activation, % at 8 µM. actives 0.34% (n = 200,000). AID 1032; in the data active means activation above about 22%;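 further: 0% = vehicle and 100% = reference agonist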
STAT3 inh – reduces IL-6 driven STAT3 reporter signal; inhibition, % at 5.5 µM; actives 0.89% (n = 190,000); AID 862; U3A cells, IL-6 STAT3-luciferase reporter, luminescence; host cell line lacks STAT1;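 active means inhibition above the mean inhibition across all screened compounds plus 3 SD, cut at about 44% in these data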;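 further: 0% = DMSO only wells and 100% = 100 µM nifuroxazide control wells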
SRC2 TRFRET art – TR-FRET artefact, counter-screen to PPARgamma/SRC-2 agonist assay. AID 1049. hits give high values. actives 0.4% (n = 200,000). TR-FRET ratio at 8 µM; in the data active means TR-FRET ratio above about 2000; further: inactives centre near 1500
STAT3 act – activators of IL-6 induced STAT3 signaling | AID 871 | U3A cells, IL-6 STAT3-luciferase reporter, luminescence; 100% = signal with IL-6 EC80 alone | activation (% of control), % at 5.6 µM | actives 0.91% (n = 190,000);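 active means activation above the screen-wide mean of compound activation plus 3 SD, cut at about 130% in these data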;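 further: 0% = background luminescence of wells with medium and substrate only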
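Assay system – human STAT1-deficient U3A cells with stable STAT3-luciferase reporter · Also added – IL-6 (33 ng/mL) · Schedule – compound 1 h, then IL-6 6 h at 37 °C · Technique – reporter luminescence signal · Evaluation – % activation versus median of IL-6-stimulated wells · Benchmarks – IL-6-only wells as 100% reference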
PPARg SRC-1 ag – PPARgamma-driven SRC-1 recruitment agonism | P37231 | PPARgamma-SRC-1 coactivator recruitment biochemical assay | activation, % at 8 µM | actives 0.41% (n = 200,000) | AID 631; in the data active means activation above about 19%;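 further: 0% = DMSO and 100% = reference agonist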
The depositor's hits bear a star; . = not tested or not shown. Hits appear at their usual frequency; overall some 3.7% were active at least once.

A first look (5 entries):
SMILES	TNAP act hi DEA	ROMK primary	PPARg SRC-3 ag	bIAP inhibitor	bIAP activator	STAT1 inh	PPARg SRC2 recr	STAT3 inh	SRC2 TRFRET art	STAT3 act	PPARg SRC-1 ag
CCOC(=O)C1=NN(c2ccccc2)C2(S1)SC(C(C)=O)=C(C)N2c1ccccc1 (centres undefined)	1	.	0	0	1	3	-3	9	1413	94	0
Cc1ccc(C)c(-c2cc(C(=O)Nc3cccc(C(=O)O)c3)c3ccccc3n2)c1	1	0.28	7	-11	1.1	-3	-1	10	1746	97	9
Cc1nn(-c2c(Cl)cc(Cl)cc2Cl)c(=O)c2ccccc12	1	-0.22	-13	4	1	5	-2	11	1398	95	-2
CC(=O)Nc1ccc(-n2cc(-c3ccccc3)[nH]c2=S)cc1	1	0.6	0	-11	1.1	7	15	1	1562	104	8
CCCNC(=O)CC(NS(=O)(=O)c1ccc(OC)cc1)c1ccco1 (centres undefined)	1	0.067	-4	2	1	1	3	10	1603	102	3

All compounds of this part (from the top)
SMILES	TNAP act hi DEA	ROMK primary	PPARg SRC-3 ag	bIAP inhibitor	bIAP activator	STAT1 inh	PPARg SRC2 recr	STAT3 inh	SRC2 TRFRET art	STAT3 act	PPARg SRC-1 ag
CCOC(=O)C1=NN(c2ccccc2)C2(S1)SC(C(C)=O)=C(C)N2c1ccccc1 (centres undefined)	1	.	0	0	1	3	-3	9	1413	94	0
Cc1ccc(C)c(-c2cc(C(=O)Nc3cccc(C(=O)O)c3)c3ccccc3n2)c1	1	0.28	7	-11	1.1	-3	-1	10	1746	97	9
Cc1nn(-c2c(Cl)cc(Cl)cc2Cl)c(=O)c2ccccc12	1	-0.22	-13	4	1	5	-2	11	1398	95	-2
CC(=O)Nc1ccc(-n2cc(-c3ccccc3)[nH]c2=S)cc1	1	0.6	0	-11	1.1	7	15	1	1562	104	8
CCCNC(=O)CC(NS(=O)(=O)c1ccc(OC)cc1)c1ccco1 (centres undefined)	1	0.067	-4	2	1	1	3	10	1603	102	3
C=CCO/N=C(/CCC)C1=C(N)CC(C)(C)CC1=O	1	-0.053	-1	4	1	5	-6	5	1490	100	-2
CCN(CC)S(=O)(=O)c1ccc2c(c1)C(=NO)c1cc(S(=O)(=O)N(CC)CC)ccc1-2	1	-0.3	12	10	0.9	14	13	27	1538	78	6
CCOC(=O)C(CC)Sc1nc(-c2ccc(OC)cc2)nc2c1c(=O)n(C)c(=O)n2C (centres undefined)	.	-0.02	1	.	.	3	5	5	1753	98	0
COc1ccc(C2C(C(=O)NCCCN3CCOCC3)c3ccccc3C(=O)N2c2ccc(OC)cc2)cc1 (centres undefined)	1.1	-0.51	-3	-18	1.2	6	-9	2	1320	105	5
COc1ccc(-n2nc(C(=O)N3CCN(Cc4ccc5c(c4)OCO5)CC3)c3ccccc3c2=O)cc1	1.1	.	-2	2	1	3	3	10	1753	97	4

Looked up above:
Reading for `CC(=O)Nc1ccc(-n2cc(-c3ccccc3)[nH]c2=S)cc1` in STAT3 inh: 1
Reading for `CCOC(=O)C1=NN(c2ccccc2)C2(S1)SC(C(C)=O)=C(C)N2c1ccccc1` (centres undefined) in PPARg SRC2 recr: -3
Reading for `C=CCO/N=C(/CCC)C1=C(N)CC(C)(C)CC1=O` in STAT1 inh: 5
Reading for `COc1ccc(C2C(C(=O)NCCCN3CCOCC3)c3ccccc3C(=O)N2c2ccc(OC)cc2)cc1` (centres undefined) in PPARg SRC2 recr: -9
Reading for `Cc1nn(-c2c(Cl)cc(Cl)cc2Cl)c(=O)c2ccccc12` in STAT3 act: 95
Reading for `Cc1ccc(C)c(-c2cc(C(=O)Nc3cccc(C(=O)O)c3)c3ccccc3n2)c1` in ROMK primary: 0.28
Reading for `COc1ccc(-n2nc(C(=O)N3CCN(Cc4ccc5c(c4)OCO5)CC3)c3ccccc3c2=O)cc1` in PPARg SRC-3 ag: -2

Continued:
SMILES	TNAP act hi DEA	ROMK primary	PPARg SRC-3 ag	bIAP inhibitor	bIAP activator	STAT1 inh	PPARg SRC2 recr	STAT3 inh	SRC2 TRFRET art	STAT3 act	PPARg SRC-1 ag
O=C(COc1ccc2ccccc2c1)N1CCN(C(=O)c2cccs2)CC1	1	-1.1	15	5	0.9	10	4	-7	1536	108	-3
Cc1ccc(NS(=O)(=O)c2cc(C(=O)N3CCN(C)CC3)ccc2C)cc1C	1.1	1.2	0	-22	1.2	1	-1	3	1443	102	-3
Cc1nn(-c2ccccc2)c(Cl)c1/C=N\NC(=O)c1cnccn1	1	-0.085	2	-18	1.2	-11	4	-5	1662	102	5
O=C(NNc1ncnc2c1cnn2-c1ccccc1)c1ccco1	1	-0.34	3	-67	1.7	-1	4	14	1742	94	4
S=C(NCCc1c[nH]c2ccccc12)NC1CCCCC1	1	0.096	3	.	0.5	-5	1	15	1675	97	0
Cc1cccc(C)c1-n1c(SCC(=O)N2CC(=O)Nc3ccccc32)nc2ccccc2c1=O	1	.	-3	5	1	-5	-7	7	1447	93	-9
CC(C)c1ccccc1NC(=O)CCCC(=O)O	1.1	.	-17	12	0.9	10	-3	-1	1490	101	3
COc1ccc(CN2C3CCCC2CC(NC(=O)Nc2ccccc2)C3)cc1 (centres undefined)	1.1	.	3	9	0.9	-4	-4	6	1530	98	-3
N=C1S/C(=C\c2ccc(-c3cccc(Cl)c3)o2)C(=O)N1c1nccs1	0.7	.	-3	0	1	5	-5	7	1442	97	0
Cc1ccc(C(=O)Oc2oc(-c3ccco3)nc2C=Nc2ccccc2)cc1	1	.	-7	-1	1	-43	-1	5	1672	99	0
Cc1cc(C)cc(OCc2nnc(SCC(=O)OC(C)C)o2)c1	1	-1	-6	33	0.7	0	1	-2	1582	99	1
CCc1ccc(C(=O)NC(CCSC)C(=O)OC)cc1 (centres undefined)	1	-0.067	-1	13	0.9	-3	11	6	1706	97	15
CCOC(=O)c1sc(NC(=O)c2ccc(Cl)s2)cc1C	1	.	1	15	0.9	-35	-5	8	1383	101	10
COc1ccccc1N(CC(=O)NCCSc1ccc(Cl)cc1)S(C)(=O)=O	1	.	3	6	0.9	7	1	9	1527	96	1
CCCCn1c(=O)cc(N2CCOCC2)[nH]c1=O	1	.	1	14	0.9	4	2	0	1630	104	9
CCOCCCNC(=O)C(NC(=O)CNC(=O)c1ccccc1)c1ccc(C)cc1 (centres undefined)	1	0.9	2	28	0.7	0	3	5	1529	100	-1
Cc1ccc(NC(=O)COC(=O)CNC(=O)C2CCCCC2)c(Br)c1	1	1.3	-4	-2	1	-6	2	8	1786	99	5
CC(=O)c1cccc(NC(=O)COC(=O)c2n[nH]c3ccccc23)c1	1	0.97	5	-2	1	3	-4	3	1438	99	-2
Cc1cccc(Nc2nnc(SCC(=O)Nc3cccnc3Cl)s2)c1	1	0.37	-1	21	0.8	-1	7	-1	1664	99	1
COc1ccc(CNC(=O)CN(C)S(=O)(=O)c2ccc(Cl)cc2)cc1	1	0.086	4	-15	1.1	1	2	1	1520	106	5
CCOCCCNC(=O)c1ccc(CS(=O)(=O)Cc2cccc(C)c2)o1	1	0.74	-8	-5	1	3	7	11	1835	97	-1
COc1ccc(/C=C\C(=O)NCc2ccc3[nH]c(C)cc3c2)cc1OC	1	0.76	4	9	0.9	-12	5	-2	1451	102	-2
CC(=O)Nc1ccc(SCC(=O)OCC(=O)NC(=O)NC2CCCC2)cc1	1.1	0.14	-4	-3	1	-4	1	0	1548	101	11
O=S(=O)(CCSc1nc2ccccc2o1)Cc1ccccc1	1	0.89	-9	4	1	-4	2	-2	1448	105	-4
CCC(C)[C@H](N)c1cn([C@@H](CCCCN)C(=O)N2CCNCC2)nn1 (some centres undefined)	1.1	.	1	7	0.9	-4	11	.	1601	.	5
CCOC(=O)c1cnc(SC2CC(=O)N(c3ccc(C)cc3)C2=O)nc1N (centres undefined)	1.1	1.3	-13	18	0.8	-2	-5	-17	1457	112	-3
Cc1ccccc1C(=O)N1CCC(C(=O)Nc2cccc(F)c2)CC1	1.1	-0.29	7	-12	1.1	0	5	2	1550	101	5
O=C1NC2(CCc3ccccc32)C(=O)N1CCOc1ccc(Cl)cc1 (centres undefined)	1	-0.0033	1	31	0.7	5	5	-2	1483	102	4
CCCCc1cc(=O)oc2cc(C)cc(OC(C)C(=O)O)c12 (centres undefined)	1	-0.77	-1	2	1	-2	-7	-1	1527	104	2
CCOC(=O)c1cc2cc(F)ccc2nc1C	1	-1.3	-4	7	0.9	-7	4	9	1332	97	-3
COc1ccccc1N1CCN(CC(=O)Nc2ccc3c(c2)OCCO3)CC1	1	0.28	4	-3	1	3	3	4	1504	98	3

High-throughput results from PubChem.
